Compound activity from PubChem.
5HT1E ag – 5-HT1E receptor agonists, primary screen, cell-based, HTS. CHO 5-HT1E Ga15 NFAT-bla reporter, FRET; 0% DMSO wells, 100% control agonist wells. activation, % at 6 µM. 0.69% of 65,000 active;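 active means activation above a set limit, the screen-wide mean activation plus 3 SD, cut at about 8.5% in these data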;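 further: 100% = positive control agonist at 1 µM giving full maximal response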
HTR1E antagonist – 5-HT1E receptor antagonists, primary screen, cell-based, HTS; 5-hydroxytryptamine receptor 1E (Homo sapiens), P28566; CHO 5-HT1E Ga15 NFAT-bla reporter, FRET, antagonist; inhibition, % at 6 µM; 0.99% of 65,000 active;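 active means inhibition above a set limit, the mean inhibition across every tested compound plus 3 SD, cut at about 29% in these data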;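 further: signal is the 460 over 535 nm emission ratio of beta-lactamase substrate; 0% = agonist plus DMSO wells and 100% = wells without agonist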
S1P1 ag-PAM – S1P1 agonists and agonism potentiators, primary screen, cell-based, primary and confirmation screens, CRE-bla reporter. Sphingosine 1-phosphate receptor 1 (Homo sapiens), P21453. S1P1 CRE-bla cells, forskolin, beta-lactamase FRET, potentiator mode; S1P1 agonist co-added at EC20, 2 nM; 100% = saturating reference agonist, 0% = basal. activation, % at 9.5 µM. 0.57% of 56,000 active. AID 449, 2006;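 active means activation above a cutoff set at the mean activation of all tested compounds plus 3 SD, cut at about 54% in these data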;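 further: forskolin at 4 µM as EC80 and the EC20 agonist is SEW2871; 100% = SEW2871 at its EC100 plus forskolin at EC80; some compounds past the cut are filed as inactive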
S1P3 agonist – human S1P3 receptor agonists, primary screen, cell-based, primary and confirmation, NFAT-BLA reporter; Sphingosine 1-phosphate receptor 3 (Homo sapiens), Q99500; AID 373, 2006; S1P3 NFAT-BLA reporter cells, agonism, FRET ratio; relative to 1 µM S1P, basal subtracted; 0.1% of 60,000 active; activation, % at 4.5 µM;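 active means activation above the screen-wide mean plus 3 SD, cut at about 4.5% in these data, passing the limit was not always enough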; further: some compounds called inactive have numbers as strong as hits
Target sequence (Q99500 whole entry, looked up): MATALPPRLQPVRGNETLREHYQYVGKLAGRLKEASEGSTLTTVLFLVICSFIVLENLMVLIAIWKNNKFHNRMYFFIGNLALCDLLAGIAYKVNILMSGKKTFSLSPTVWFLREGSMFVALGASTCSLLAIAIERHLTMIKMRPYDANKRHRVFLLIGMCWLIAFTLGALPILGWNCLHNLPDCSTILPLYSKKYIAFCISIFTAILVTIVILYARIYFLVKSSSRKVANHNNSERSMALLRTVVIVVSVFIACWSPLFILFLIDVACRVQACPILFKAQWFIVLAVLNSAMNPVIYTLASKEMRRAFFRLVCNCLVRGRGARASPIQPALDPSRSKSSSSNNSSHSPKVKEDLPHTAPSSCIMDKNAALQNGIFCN
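material = human S1P3 NFAT-BLA reporter CHO cells | schedule = 4 h compound at 37 °C, 2 h substrate at RT | measured by = fluorescent BLA substrate, ex 405 nm, em 460/535 nm ratio | controls = 1 µM S1P reference | replication = primary once, confirmation triplicate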
HEK293 NFkB inh – inhibitors of PMA/ionomycin-induced NF-kB reporter, primary screen, antigen receptor NF-kB inhibitor project, cell-based, HEK-293 luciferase reporter, luminescence; HEK-293 NF-kB luciferase reporter; inhibition, % at 3 µM; 0.21% of 62,000 active; AID 465, 2006;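 active means inhibition above the mean of all tested compounds plus 3 SD, cut at about 40% in these data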;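 further: 0% = stimulated DMSO wells and 100% = 10 µM reference inhibitor 5653914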
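System: NF-kB luciferase reporter HEK-293 cells | Replication: Single test | Control set: DMSO vs reference inhibitor | Evaluation: % inhibition | Schedule: 1 h pretreatment, 16 h stimulation, 37 °C | Probe or stimulus: PMA with ionomycin | Compound dosing: One dose, 3 µM | Detection: Luciferase luminescence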
5-HT1A blocker – human 5-HT1a receptor antagonists, primary screen, cell-based, CHO, Ga15 NFAT-bla reporter. 5-hydroxytryptamine receptor 1A (Homo sapiens), P08908. CHO 5-HT1a Ga15 NFAT-bla reporter, antagonist mode. inhibition, % at 10 µM. 0.68% of 62,000 active. AID 612, 2007;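 active means inhibition above the mean of all tested compounds plus 3 SD, cut at about 43% in these data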;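 further: receptor stimulated by 5-CT agonist at 100 nM near EC80; beta-lactamase reporter measured by ratiometric fluorescence of a cleavable substrate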
Target sequence (P08908 whole entry, looked up): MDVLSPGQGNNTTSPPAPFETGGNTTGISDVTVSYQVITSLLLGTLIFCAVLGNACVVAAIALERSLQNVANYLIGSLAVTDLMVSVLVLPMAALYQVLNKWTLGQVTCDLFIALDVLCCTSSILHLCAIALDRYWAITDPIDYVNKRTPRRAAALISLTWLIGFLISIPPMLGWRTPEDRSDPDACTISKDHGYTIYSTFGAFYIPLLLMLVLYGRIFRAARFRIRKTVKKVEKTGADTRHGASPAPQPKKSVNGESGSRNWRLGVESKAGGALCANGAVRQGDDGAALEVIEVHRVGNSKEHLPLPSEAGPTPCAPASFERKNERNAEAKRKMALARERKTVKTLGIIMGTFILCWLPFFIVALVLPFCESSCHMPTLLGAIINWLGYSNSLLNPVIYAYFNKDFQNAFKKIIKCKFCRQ
HTR1A agonist – human 5-HT1a receptor agonists, primary screen, cell-based, CHO, Ga15 NFAT-bla reporter. 0.56% of 65,000 active. 5-hydroxytryptamine receptor 1A (Homo sapiens), P08908. AID 567, 2006. CHO 5-HT1a Ga15 NFAT-bla reporter, FRET ratio; 0% basal, 100% maximal reference agonist. activation, % at 10 µM;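 active means activation above the screen-wide mean activation plus 3 SD, cut at about 19% in these data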;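 further: 0% = DMSO wells and 100% = 5-CT at EC100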
Jurkat viability – cytotoxicity toward Jurkat T cells, primary screen, cytotoxicity control, cell-based, Jurkat E6.1, 60K MLSMR library | AID 463, 2006 | 1.2% of 56,000 active | inhibition, % at 4 µM | Jurkat E6.1 viability, ATP luminescence, 48 h;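 active means inhibition above the mean inhibition of all tested compounds plus 3 SD, cut at about 28% in these data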
D1 mod – D1 CRE-luciferase signal change, two-sided – cell-based, HEK293 D1, dopamine EC30, D1 allosteric modulator project, primary screen; D(1A) dopamine receptor (Homo sapiens), P21728; dopamine EC30 potentiation; actives deviate in either direction; B-score at 10 µM; 5.9% of 58,000 active;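 active means luminescence count or its row- and column-corrected plate score outside the 99.7% band of the plate's sample wells, on either side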
* hit, by the source's call; . = not tested or not shown.

SMILES,5HT1E ag,HTR1E antagonist,S1P1 ag-PAM,S1P3 agonist,HEK293 NFkB inh,5-HT1A blocker,HTR1A agonist,Jurkat viability,D1 mod
CCCC(=O)Nc1c2c(nn1-c1ccc(C)cc1C)CSC2,-0.3,-18,-31,0.4,7,8,-3.7,3,-0.051
COc1cc(C(=O)OCC(=O)NCc2ccco2)cc(OC)c1OC,0.3,-17,-9,0.6,11,4,0.6,-6,0.56
COc1cc(NC2=CC(=O)CC(C)(C)C2)cc(OC)c1OC,0.8,-14,-29,-1.0,.,.,0.4,.,-0.19
O=C(CN1CCCCC1)Nc1nnc(-c2ccccc2)s1,0.2,-2,.,-1.5,2,-5,0.7,2,0.59
COc1ccc(N2CCN(S(=O)(=O)c3ccc(OC)cc3)CC2)cc1,0.8,1,-15,-1.7,21,-6,-0.1,-2,.
Cc1cccc(-n2c(SCC(=O)NCc3ccco3)nc3ccccc3c2=O)c1,-1.1,10,-1,-0.4,17,32,-4.3,-1,1.1
Cc1ccc(C)c(NC2=CC(=O)CC(C)(C)C2)c1C#N,-0.5,3,-14,-0.7,11,3,-1.3,3,-0.012
CC(C)NS(=O)(=O)c1ccc(CCC(=O)N2CCOCC2)cc1,0.4,-5,.,-0.9,-2,-10,-3.1,-4,0.0081
Clc1ccccc1Cn1nnc(-c2cccs2)n1,0.9,-12,-9,-0.4,6,11,1.7,-2,2.1
Brc1ccc(-c2nnc3ccc(N4CCN(c5ccccc5)CC4)nn23)cc1,0.6,23,-22,-1.0,-3,-17,0.3,2,0.25
CCc1ccc(-c2nc(CN3CCC(C(=O)NCCc4ccc(OC)c(OC)c4)CC3)c(C)o2)cc1,1.0,4,10,-1.1,27,5,-1.6,10,0.96
O=C(CCN1CCN(c2ccccc2)CC1)Nc1nccs1,1.1,5,.,.,2,26,3.7,.,-1.3
Cc1ccc(-c2nnc3n2N=C(c2ccccc2)CS3)cc1,1.0,45*,34,-1.3,-5,5,-0.5,10,8.3*
COc1ccc(CNC(=O)c2noc3c2CCCCC3)cc1,0.8,0,3,0.0,-4,-2,-0.5,-7,1.6
CCN(CC)CCCNC(=O)c1nn(-c2ccc(OC)cc2OC)c(=O)c2ccccc12,-0.3,-2,-28,0.7,4,12,-3.2,-1,-1.1
COc1ccccc1N1CCN(CC(=O)Nc2cc(C)nn2-c2nc(C)cc(C)n2)CC1,0.6,-3,.,.,27,-3,3.2,.,4.8*
O=C(c1ccc(F)cc1)N(Cc1ccccc1)C1CCS(=O)(=O)C1 (stereo not drawn),0.1,-7,-11,0.3,9,-7,0.2,3,-0.13
N#CC(C(=O)NC1CCCCC1)c1nc2ccccc2nc1N1CCN(c2ccc(F)cc2)CC1 (stereo not drawn),0.4,-5,6,-0.8,17,-1,-0.6,-3,-0.22
COc1cccc(C(=O)NCCn2ccc3ccccc32)c1,0.2,2,17,-0.9,-7,-4,2.0,1,-0.0056
COc1ccc(C)cc1NC(=O)CSc1nnc(-c2ccc(Br)cc2)o1,-0.3,5,1,0.4,9,-13,0.7,1,-0.39
Cc1onc(-c2ccccc2Cl)c1C(=O)Nc1ccc(S(=O)(=O)NCC2CCCO2)cc1 (stereo not drawn),-2.2,9,7,-1.1,9,10,5.1,4,-0.16
COc1ccc(C2=NOC(C(=O)NCCN3CCOCC3)C2)cc1 (stereo not drawn),-0.9,16,9,0.9,1,-2,-1.4,4,.
Cc1coc2c(C)c3oc(=O)c4c(c3cc12)CCCC4,-0.3,-4,-31,1.6,9,-6,-1.9,-1,-0.78
CCOC(=O)c1ccc(NC(=O)Cn2cccc2)cc1,26*,-2,-14,-0.6,13,7,-1.8,0,0.23
CC1CCN(C(=O)C2CC(c3ccc(F)cc3)=NO2)CC1 (stereo not drawn),0.0,4,-3,2.1,2,-3,0.1,4,-0.29
COCCCNC(=O)CN(c1cc(OC)ccc1OC)S(=O)(=O)c1ccccc1,-0.4,1,.,-1.0,1,-3,-1.1,9,0.19
CCOC(=O)c1c(CN2CCN(CCO)CC2)n(C)c2cc(Br)c(OC)cc12,-0.5,9,0,-2.2,.,.,2.5,.,-0.055
CN(C1CCCCC1)S(=O)(=O)Cc1ccccc1,0.0,2,.,-0.2,-2,-3,-2.5,1,1.1
COc1cccc(C2C(C(=O)c3ccco3)=C(O)C(=O)N2CCCN2CCOCC2)c1OC (stereo not drawn),0.7,-1,.,-1.0,11,-4,0.5,-7,0.48
CCOC(=O)C1C(=O)NC(C)C1c1ccccc1 (stereo not drawn),0.3,5,11,-0.7,21,5,-3.0,4,.
CCOc1cccc(-c2nnc3sc(COc4ccc(OC)cc4)nn23)c1,-0.2,7,21,-0.4,5,9,-1.9,-3,-0.073
CC1(C)Cc2nc3oc4c(=S)nc[nH]c4c3cc2CO1,1.2,-4,21,-0.2,-8,-4,-0.1,9,-0.2
Cc1ccc(C)c(N(C(=O)Cn2nnc(-c3cccs3)n2)C(C(=O)NC2CC2)c2ccc(C)o2)c1 (stereo not drawn),-0.5,-12,-1,-0.5,23,16,-1.7,-3,1.4
CC(=O)Nc1c(C(=O)c2ccccc2)oc2ccccc12,0.3,14,-16,-1.2,4,1,-0.2,-1,6*
CCOC(=O)C(CC)n1cnc2c(nnn2-c2ccc(C)cc2)c1=O (stereo not drawn),-0.1,-2,-14,-0.6,16,9,-1.0,6,-0.56
N#CCCn1nc(-c2ccccc2)cc1Nc1ccccc1NC(=O)c1cccs1,0.9,-5,.,.,6,10,-1.2,.,.
COC(=O)c1ccccc1NC(=O)CN1CCC(NC(=O)c2ccccc2C)CC1,0.2,-4,-3,-0.8,19,-6,2.3,3,4.2*
CC1CCN(S(=O)(=O)c2ccc3[nH]c(=O)c(=O)[nH]c3c2)CC1,0.4,0,-5,-0.5,9,-2,-0.7,-5,0.041
CC1Oc2ccccc2N(CC(=O)N(Cc2ccccc2)Cc2ccccn2)C1=O (stereo not drawn),0.2,4,21,0.1,2,18,-0.7,-5,0.51
CNc1nc2c(c(=O)n(C)c(=O)n2C)n1Cc1ccccc1,-0.3,8,-6,-1.2,14,1,-2.1,45*,-0.48
COc1ccc(C(=O)N(CN2CCCC2=O)c2cc(C)on2)cc1OC,0.0,15,-25,-1.5,8,2,-2.9,4,.
COc1ccc(-c2cc(-c3cccs3)c(C#N)c(SCC(=O)NCc3ccco3)n2)cc1,-0.7,32*,14,-1.3,34,23,3.0,14,-0.042
CC(C)c1nnc(NC(=O)C2CCCCC2)s1,0.1,6,-25,-1.1,-1,-3,-0.7,-2,1
Cc1cc(C)nc(NCC(O)CNc2ccccc2Cl)n1 (stereo not drawn),0.2,4,.,.,26,3,1.4,.,1.4
COCCN1Cc2cccc(C(=O)NCc3ccc4c(c3)OCO4)c2C1=O,0.0,15,12,-0.7,20,1,238*,6,3.2
Cn1cccc1-c1nc2ccc(NC(=O)c3ccco3)cc2[nH]1,-0.4,-7,-10,0.5,-3,8,-1.6,-5,-1.6
CN1C(=O)C2(C(C#N)=C(N)Oc3n[nH]c(-c4ccc(Cl)cc4)c32)c2ccccc21 (stereo not drawn),0.8,7,-3,-0.1,-5,2,-0.5,-4,0.036
COC(=O)Cn1cnc2sc(C)c(S(=O)(=O)N3CCN(c4ccccc4OC)CC3)c2c1=O,-0.4,-6,-34,0.3,-1,-14,-2.4,2,0.73
COc1ccc(N2C(=O)CCC(C(=O)c3ccccc3)=C2C)cc1,0.7,4,3,-1.3,0,2,-3.4,1,-0.29
Cc1c(S(=O)(=O)Nc2cc(Cl)ccc2Cl)c(=O)n(C)c(=O)n1C,1.0,6,1,-0.7,-1,3,-6.0,0,-0.39
Cc1cc(C(=O)CSc2nnnn2-c2ccc(Cl)cc2)c(C)n1CC1CCCO1 (stereo not drawn),-0.2,-4,-11,-0.6,0,-13,-1.4,-12,-0.054
CCN1C(=O)/C(=C2/SC(C)=C(C)N2CC)SC1=S,0.1,7,0,-1.0,4,4,0.9,0,0.59
CC(C)N(C=O)C1(C(=O)NC2CCCCC2)CCCCC1,-0.5,-7,-24,-0.2,6,-3,-1.1,2,-3.3*
O=C1CC(N2CCN(c3ccccc3)CC2)C(=O)N1c1ccc2c(c1)OCCO2 (stereo not drawn),-0.2,11,-17,-0.5,13,-3,-2.5,1,-0.022
COc1ccc(NC2CS(=O)(=O)CC2OC(=O)c2ccc(F)cc2)cc1 (stereo not drawn),-0.8,7,0,-0.4,23,-6,-0.8,1,-0.39
CN1CCN(C(=O)c2ccc3c(c2)N(Cc2cccc(Cl)c2)C(=O)c2ccccc2S3=O)CC1 (stereo not drawn),15*,-1,8,0.0,1,7,-0.6,5,.
O=c1[nH]cnc2nc(-c3ccccc3)c(-c3ccccc3)nc12,0.0,9,0,0.4,0,-6,-3.4,-2,-0.17
CCN(CC)CC(O)COc1ccccc1C(=O)CCc1ccccc1 (stereo not drawn),1.3,1,-35,-0.8,12,7,0.6,4,1.3
COCC(=O)N(Cc1ccc(OC)cc1)Cc1nc2ccccc2c(=O)[nH]1,0.8,14,-19,-1.0,-2,-8,-2.3,-5,-0.46
COc1ccc(Cn2nnnc2C(c2ccncc2)N2CCOCC2)cc1 (stereo not drawn),-0.7,2,2,-0.6,19,4,-3.1,-11,0.38
O=C(Nc1ccccn1)c1c(O)c2cccc3c2n(c1=O)CCC3,-0.1,-3,-10,0.4,3,20,-4.8,3,1.1
O=C1NC(c2cccnc2)C(C(=O)c2cccs2)C(O)(C(F)(F)F)N1 (stereo not drawn),1.3,-2,-8,1.0,0,3,-0.7,-1,-0.23

Record cards, from the list above.
N#CCCn1nc(-c2ccccc2)cc1Nc1ccccc1NC(=O)c1cccs1 in the list: 5HT1E ag: 0.9; HTR1E antagonist: -5; S1P1 ag-PAM: .; S1P3 agonist: .; HEK293 NFkB inh: 6; 5-HT1A blocker: 10; HTR1A agonist: -1.2; Jurkat viability: .; D1 mod: .
O=C(Nc1ccccn1)c1c(O)c2cccc3c2n(c1=O)CCC3 in the list: 5HT1E ag: -0.1; HTR1E antagonist: -3; S1P1 ag-PAM: -10; S1P3 agonist: 0.4; HEK293 NFkB inh: 3; 5-HT1A blocker: 20; HTR1A agonist: -4.8; Jurkat viability: 3; D1 mod: 1.1
